Assay outcomes as filed in PubChem.
Cardiac RTF inh: cardiac RTF calcium desensitization; inhibition, % at 7.15 µM; AID 493244; actives 0.12% (n = 340,000); IANBD-labeled cardiac RTF, Ca2+ fluorescence;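 active = inhibition above the mean inhibition of all tested compounds plus 3 SD, cut at about 17% in these data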;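 also: assay run at fixed EC70 calcium of 1.6 mM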
HTR5A ag: activates human HTR5A in OPRM1-OPRD1 agonist counter-screen; activation, % at 9.3 µM; P47898; actives 0.61% (n = 340,000); HTR5A agonist assay, luminescence, cell-based; in the data active = activation mostly above about 9.5%, no sharp cut-off; inactive = mostly below about 7.6%;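 also: 0% = cells with vehicle only and 100% = reference agonist; strong numbers were not always called active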
Target sequence (P47898 whole entry, looked up): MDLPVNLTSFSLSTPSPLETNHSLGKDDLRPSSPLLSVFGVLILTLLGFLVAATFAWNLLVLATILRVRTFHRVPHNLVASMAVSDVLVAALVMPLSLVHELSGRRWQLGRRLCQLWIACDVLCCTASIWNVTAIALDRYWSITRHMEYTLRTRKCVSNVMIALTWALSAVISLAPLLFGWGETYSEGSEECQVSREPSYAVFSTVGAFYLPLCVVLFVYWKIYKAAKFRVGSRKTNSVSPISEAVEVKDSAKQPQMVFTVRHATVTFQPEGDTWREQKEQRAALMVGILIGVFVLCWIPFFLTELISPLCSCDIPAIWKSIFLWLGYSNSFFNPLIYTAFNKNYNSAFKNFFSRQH
MOR-DOR ag: OPRM1-OPRD1 heterodimerization agonism | P35372+P41143 | cells, luminescence | activation, % at 9.3 µM | actives 0.3% (n = 340,000) | AID 504326; in the data active = activation above about 18%;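 also: 0% = vehicle-treated cells and 100% = reference agonist; values of inactives mirror those of a sister screen read the other way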
OPRM1-OPRD1 inv: inverse agonists of human mu-delta opioid receptor heterodimerization. P35372+P41143. cell-based MOR-DOR heterodimer luminescence, inverse agonism. actives 0.21% (n = 340,000). inhibition, % at 9.3 µM. AID 504357; in the data active = inhibition above about 22%, passing the limit was not always enough;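 also: 0% = cells with DMSO and 100% = wells without cells with DMSO; values of inactives mirror those of a sister screen read the other way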
HTR5A inv ag: inverse agonist of human HTR5A in OPRM1-OPRD1 counter-screen; HTR5A cell line, luminescence, inverse agonism; inhibition, % at 9.3 µM; actives 0.083% (n = 340,000); AID 504634; in the data active = inhibition mostly above about 23%, no sharp cut-off; inactive = mostly below about 18%;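 also: 0% = cells with DMSO and 100% = no-cell wells with DMSO; some compounds called inactive have numbers as strong as hits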
V-ATPase pH: yeast V-ATPase proton transport regulation by pHLuorin | AID 504577 | S. cerevisiae, pHLuorin cytosolic pH fluorescence | response, % at 10 µM | actives 0.37% (n = 350,000); in the data active = response mostly above about 7.3%, no sharp cut-off; inactive = mostly below about 5.4%; also: actives read high; inactives centre near 0; some compounds called inactive have numbers as strong as hits; reference of the scale not given here
cardiac RTF act: increases calcium sensitivity of human cardiac regulated thin filaments. IANBD-labeled TnC RTF fluorescence at EC20 calcium; 0% EC20 calcium, 100% full calcium. activation, % at 7.2 µM. actives 0.24% (n = 340,000). AID 493008;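 active = activation above the mean over all tested compounds plus 3 SD, cut at about 30% in these data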;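 also: rise in fluorescence read as greater calcium sensitivity of cardiac thin filaments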
CAL PDZ FP: CAL PDZ (human) peptide binding inhibition; purified CAL PDZ, TMR-peptide fluorescence polarization, 1 h; inhibition, % at 24.9 µM; actives 0.92% (n = 300,000); AID 602252;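 active = mean inhibition of at least 30% with at least half of replicates also reaching 30%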;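 also: 0% = DMSO neutral control and 100% = excess unlabeled competitor peptide PRC23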
C-LANA FP: KSHV C-LANA DNA binding inhibition; MBP-C-LANA/FAM-LBS DNA binding, fluorescence polarization; inhibition, % at 9 µM; actives 0.078% (n = 340,000); AID 504423;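 active = highest replicate inhibition at or above 60% at 9 µM, even if other replicates fall short; inactive = all replicates below 60% inhibition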;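 also: 0% = neutral control wells and 100% = 4 µM acridine orange control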
Keap1-Nrf2 PPI: disrupts human Keap1 binding to Nrf2 peptide | Keap1 Kelch-Nrf2 peptide fluorescence polarization, 1536-well | actives 0.15% (n = 340,000) | inhibition, % at 9.4 µM; in the data active = inhibition above about 12%;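 also: human Keap1 Kelch domain with fluorescein labeled Nrf2 9mer peptide probe; 0% = neutral control wells and 100% = peptide positive control; higher means more block of Keap1 binding to Nrf2 peptide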
Target sequence (Q14145 whole entry, looked up, the tested form may be a part): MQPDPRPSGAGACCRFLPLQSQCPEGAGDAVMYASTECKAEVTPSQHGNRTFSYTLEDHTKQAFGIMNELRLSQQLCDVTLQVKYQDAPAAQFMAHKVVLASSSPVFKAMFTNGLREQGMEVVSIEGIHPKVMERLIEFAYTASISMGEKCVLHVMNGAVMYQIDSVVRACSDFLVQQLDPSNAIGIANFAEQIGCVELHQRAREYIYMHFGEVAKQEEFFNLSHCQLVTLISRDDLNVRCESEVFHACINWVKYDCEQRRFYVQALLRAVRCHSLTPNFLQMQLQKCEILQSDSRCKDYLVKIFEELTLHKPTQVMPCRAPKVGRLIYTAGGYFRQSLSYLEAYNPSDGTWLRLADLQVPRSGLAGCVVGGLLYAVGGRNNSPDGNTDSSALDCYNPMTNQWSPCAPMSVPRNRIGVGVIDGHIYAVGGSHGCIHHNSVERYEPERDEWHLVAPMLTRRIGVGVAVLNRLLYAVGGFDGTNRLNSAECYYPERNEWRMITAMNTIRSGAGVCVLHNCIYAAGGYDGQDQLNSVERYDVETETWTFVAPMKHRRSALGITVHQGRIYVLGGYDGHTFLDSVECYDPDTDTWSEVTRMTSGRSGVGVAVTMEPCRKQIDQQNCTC
* = called active by the depositor; nt = not tested or not shown; & = joins results of further samples. Rows are unselected. Share with any hit: about 2.8%.

SMILES	Cardiac RTF inh	HTR5A ag	MOR-DOR ag	OPRM1-OPRD1 inv	HTR5A inv ag	V-ATPase pH	cardiac RTF act	CAL PDZ FP	C-LANA FP	Keap1-Nrf2 PPI
Cc1ccc(C)c(C(=O)NCCN(C)C)c1	-6	-2	-2.0	11	-25	0	13	-6	0.4	2
Nc1c(C(=O)C2CC2)sc2nc(-c3cccs3)cc(C(F)(F)F)c12	-36	5	-1.7	8	-12	0	46*	-9	-15	-39
COc1ccc(NC(=O)CN(Cc2ccccc2)Cc2ccccc2)cc1S(N)(=O)=O	-1	-7	-3.1	18	18	1	2	0	1.0	-7
O=C1/C(=C\c2ccccc2)CN(C(=O)CCN2CCCCC2)C/C1=C/c1ccccc1	-5	-3	-7.1	31	13	0	-3	-2	1.9	-53
Cc1cccc(-c2ccc3c(c2)C2CC3CCN2Cc2ccc3c(c2)OCO3)c1 (configuration not stated)	-3	0	0.7	-3	1	1	-3	-2	1.5	6
Cc1ccc(S(=O)(=O)NCCC(c2ccc(F)cc2)c2ccco2)cc1 (configuration not stated)	-28	-1	10	-52	6	2	1	0	-2.5	-3
O=c1c2cc(N3CCOCC3)ccc2[nH]c(=S)n1Cc1cccc(Cl)c1	0	3	1.7	-8	-1	0	1	nt	-0.3	5
COc1ccc(C(=O)OCn2nnc3ccccc3c2=O)cc1	5	1	-1.8	9	13	-1	-4	-1	-0.3	-2
O=C(N1CCOCC1)N1CCN(C(=O)N(c2ccccc2)c2ccccc2)CC1	2	7	-2.6	15	3	6	-2	-3	0.0	-1
COc1ccc2c(c1)c(C(=O)N/N=C/c1cccs1)c(C)n2C	-4	-3	-1.6	8	3	5	-5	4	-1.7	-4
CN(C)S(=O)(=O)c1cccc(NC(=O)CSc2nnnn2-c2ccccc2)c1	-3	-2	-2.0	10	5	-2	7	-3	-0.8	-2
C/C(N)=C(/C#N)C(=O)COC(=O)COc1ccc(Cl)cc1	-7&-13	1&1	-1.5&-0.7	7&4	-4&-4	1&-1	-4&-7	-2&-3	0.9&-2.7	0&-2
COCCNc1nc(C)cc(-c2cc(C(=O)NCc3ccccc3)on2)n1	-3	-5	-1.2	7	14	3	0	-4	-4.3	-3
COc1cccc(NC(=O)CN(C)C(=O)c2cc(-c3cccc(Br)c3)nc3ccccc23)c1	-2	8	3.8	-24	-23	2	-2	-3	2.5	3
CCOC(=O)C1(C/C(C)=N/NC(N)=O)CC(C)OC1=O (configuration not stated)	-6	1	-2.2	11	-14	4	4	-4	0.0	-3
CC(CNS(=O)(=O)c1ccc2c(c1)CC(=O)N2C)c1ccccc1 (configuration not stated)	0	1	-1.5	8	-12	1	-3	0	-0.1	-3
CCc1[nH]nc2c1C(Cc1ccccc1)C(C#N)=C(N)O2 (configuration not stated)	-11	-1	-0.3	2	9	4	2	2	0.0	0
CS(=O)(=O)N1CCCC(C(=O)Nc2ccccc2F)C1 (configuration not stated)	-4	5	-0.1	1	13	-3	1	7	4.2	-1
CSc1ccccc1C(=O)Nc1ccc(S(=O)(=O)NC2=NCCCCC2)cc1	4	0	-1.6	6	-6	2	-6	nt	-1.5	1
COc1ccc(C(=O)Nc2sc(C(=O)N(C)C)c(C)c2C#N)cc1[N+](=O)[O-]	-1	0	-0.2	1	-6	0	-3	1	0.0	-4
O=C1NC(=O)c2c(Br)c(Br)c(Br)c(Br)c21	-1	0	-3.0	14	1	1	-1	-1	1.8	0
CCc1ccc(N(C(=O)CNC(=O)c2ccco2)C(C(=O)NC2CCCC2)c2cccnc2)cc1 (configuration not stated)	-1	4	-2.3	17	-12	1	-3	nt	-2.5	0
O=C(Nc1ccccc1)c1nc[nH]c1C(=O)NCc1ccccc1	0	6	1.9	-11	-18	-3	0	-2	-1.0	3
CC(C)C(=O)NC(=S)Nc1ccccc1C(=O)NC1CCCCC1	7	-1	-4.7	24	-3	-4	9	-5	-2.1	-4
CC(C)(C)NC(=O)Cn1c(SCC(=O)NC2CCCCC2)nc2ccccc21	-10	nt	nt	nt	nt	-3	1	-14	0.2	5
CC1CCCCN1CCCNc1ccc(C(CC(N)=O)NC(=O)Cc2ccc(Cl)cc2)cc1[N+](=O)[O-] (configuration not stated)	-2	-3	-0.5	3	5	11	7	-3	-0.3	1
O=C(CSc1cccs1)Nc1ccc(Cl)cc1	3	-2	-1.5	8	28	1	-8	1	-1.1	5
NCCNc1ccc([N+](=O)[O-])c(Sc2nc3ccccc3[nH]2)c1	0	-4	0.9	-4	-12	1	0	-2	0.8	1
CC(OC(=O)c1cnc(Cl)c(Cl)c1)C(=O)NCc1ccccc1 (configuration not stated)	-5	0	-3.4	13	10	-2	-2	-19	-0.5	-1
O=C(CN1C(=O)/C(=C/c2ccccc2)SC1=S)NNC(=O)c1ccccc1O	-3	4	-1.2	6	2	-1	7	3	-0.2	-7
COCCNC(=S)N/N=C(\C)c1ccc(Cl)s1	-8	3	-2.5	13	-11	-5	-2	-5	-0.1	-6
O=C(NCCS(=O)(=O)NCc1ccccc1Cl)c1ccc2c(c1)OCO2	-14	8	-0.4	3	-23	-2	3	-3	1.5	-2
CC(C)(C)[C@H]1C=C(C(=O)NCc2ccccc2)O[C@@H](OCc2ccc(CO)cc2)C1	-36	4	-2.7	16	-11	-4	-13	-2	-1.0	-1
CCN(CC(=O)Nc1cc(Cl)ccc1C)C(=O)CCOc1ccccc1C	-2	-2	0.1	-1	16	-1	-3	-6	-2.6	6
Cc1cc(N2CCCC2)ccc1/C=N/n1cnnc1	-26	2	0.9	-5	-8	3	-1	-4	-2.7	-1
CC1(C)CC(OC(=O)c2ccccc2)CC(C)(C)N1	1	-3	-1.6	9	-1	-1	0	0	2.9	-5
O=C(O)CN1C(=O)COc2cc(S(=O)(=O)N3CCCC3)ccc21	-9	-4	-1.1	6	10	-3	4	nt	-1.8	6
COc1ccc(NC(=O)C(C)N(c2ccc(C)cc2)S(C)(=O)=O)c(OC)c1 (configuration not stated)	-8	2	-0.1	1	6	2	11	3	-0.6	-1
COc1ccc(N2CCN(C(=O)Cn3nnc(-c4cccs4)n3)CC2)cc1	5	4	-2.9	16	1	-3	-4	0	-0.5	1
CCc1ccc(NC(=O)C2CCN(c3c(N4CCCC4)c(=O)c3=O)CC2)cc1	-4	0	-0.1	0	2	0	-4	-1	0.0	-1
Cc1[nH]n(C2=NCCS2)c(=O)c1N=Nc1ccccc1	5	0	-0.8	5	1	-2	-6	-2	1.4	3
COc1ccc(C(=O)Nc2ccc3ccccc3n2)c(OC)c1OC	1	-4	-0.7	4	-28	-1	-1	-3	0.9	2
N=c1c(C(=O)NCc2ccco2)cc2c(=O)n3ccccc3nc2n1Cc1ccccc1	0	-4	-1.0	6	12	-3	10	2	-0.7	-5
Cc1cc(NN)nc(NS(=O)(=O)c2ccc(Cl)cc2)n1	-1	0	1.9	-10	-27	-3	3	nt	-0.3	-2
Cc1ccc(S(=O)(=O)NCCN2CCOCC2)cc1C	-7	2	-1.5	9	2	9	1	-1	2.4	2
COC(=O)c1cc(NCc2ccccc2F)ccc1N1CCOCC1	-9	2	-1.2	7	-7	5	-3	-3	-0.4	0
CCOC(=O)Cn1nc(C)cc1NC(=O)c1cccnc1	21*	3	-0.2	1	-8	0	0	-2	0.4	0
O=C(O)c1cccnc1Cl	-1	4	-1.7	11	10	-2	-2	-3	-3.3	-4
CC(C)c1ccc(NC(=O)COC(=O)[C@@H]2CCCN2C(=O)c2cccs2)cc1	-1	-3	-1.5	6	15	2	2	-6	0.4	-4
Cn1c(SCc2nnc3n2CCCCC3)nc2ccccc21	0	-1	2.1	-13	2	-1	5	-1	1.9	-4
Cc1cccc(NC(=O)[C@@H]2CCCN2C2=NS(=O)(=O)c3ccccc32)c1C	-7	7	-0.9	4	-19	-2	3	-1	0.8	-3
O=C(Oc1ccc2ccc(=O)oc2c1)c1cccs1	-16	2	1.9	-9	-13	25*	17	-4	-0.3	3
CCN(CC)CCCNC(=O)/C(=C\c1cccn1C)NC(=O)c1cccs1	-3	6	-2.4	13	26	-1	-1	-2	-1.3	0
CCOc1ccc(OCc2ccc(C(=O)N3CCOCC3)cc2)cc1	-2	4	-3.7	16	-10	2	2	-3	-1.6	1
CC(C)(C)c1ccc(OCCC(=O)OCC(=O)NC(=O)NC2CCCC2)cc1	-2	0	1.9	-10	13	2	-18	2	0.5	-1
COc1cc(C#Cc2c(-c3cncn3C)n(C)c3ccc(-c4ccc(CN5CCOCC5)cc4)cc23)cc(OC)c1	-2	16*	2.0	-11	-27	0	4	0	-0.3	-3
O=C(CSc1n[nH]c(-c2ccccc2O)n1)N1CCCc2ccccc21	6	10	-1.2	7	-26	-1	-3	-11	-0.6	-1
CC(C(=O)Nc1cccc([N+](=O)[O-])c1)N1C(=O)NC2(CCCC2)C1=O (configuration not stated)	1	6	-1.5	10	-18	-6	-4	-4	-0.4	1
CCOc1ccc(CC(=O)C2C(=O)CCCC2=O)cc1OCC	-4	2	-1.9	9	-4	-3	-2	0	-0.3	-1
COc1ccc(NC(=O)CSc2nnc3ccc(-c4ccccn4)nn23)cc1OC	-17	6	-0.8	5	-19	1	-7	-3	-1.0	-5

In a second layout: two of the compounds above.
smiles,Cardiac RTF inh,HTR5A ag,MOR-DOR ag,OPRM1-OPRD1 inv,HTR5A inv ag,V-ATPase pH,cardiac RTF act,CAL PDZ FP,C-LANA FP,Keap1-Nrf2 PPI
O=C(N1CCOCC1)N1CCN(C(=O)N(c2ccccc2)c2ccccc2)CC1,2,7,-2.6,15,3,6,-2,-3,0.0,-1
COc1ccc2c(c1)c(C(=O)N/N=C/c1cccs1)c(C)n2C,-4,-3,-1.6,8,3,5,-5,4,-1.7,-4

(more compounds)
SMILES	Cardiac RTF inh	HTR5A ag	MOR-DOR ag	OPRM1-OPRD1 inv	HTR5A inv ag	V-ATPase pH	cardiac RTF act	CAL PDZ FP	C-LANA FP	Keap1-Nrf2 PPI
CN(C)CCCNc1oc(-c2ccccc2Cl)nc1S(=O)(=O)c1ccccc1	-10	2	-0.2	1	-5	2	-4	0	0.1	-7
COCCCNC(=S)Nc1ccccc1C	-11	-2	-0.6	4	7	2	0	-5	-0.4	1
CC1=C(C(=O)Nc2cccnc2)C(c2cccnc2)n2nc(-c3cccs3)nc2N1 (configuration not stated)	-1	-5	-1.4	8	-45	0	-1	-4	-0.9	-1
Cc1cccc(C(=O)NCC(=O)OCC(=O)N(C)CC(=O)Nc2ccccc2Cl)c1	2	-5	-2.2	9	-11	2	-4	nt	-0.9	0
Cc1cccnc1Nc1nc(-c2ccc(O)cc2O)cs1	-2	-1	7.3	-34	11	6	-3	7	2.2	1
Cc1ccc(C(C)C)cc1OCCOCCN1CCCC1	-3	-1	-1.6	9	-23	0	0	-2	-0.5	0
COc1cccc(N(C(=O)c2nc3nccc(C)n3n2)c2nc3ccccc3s2)c1	7	3	-1.1	6	-5	0	-4	-4	1.5	-5
COc1ccc(S(=O)(=O)NCCSc2ccc(Cl)cc2)cc1OC	0	6	1.1	-7	2	-1	3	0	-0.3	4
CCCCNC(=O)Nc1nc2ccccc2s1	5	-3	3.1	-17	20	-2	5	nt	-1.7	-1
CC1CCN(CCCNC(=O)C2CC(=O)N(C3CCCCCC3)C2)CC1 (configuration not stated)	-15	-8	-0.2	1	-18	-5	-4	-2	2.4	-4
Cc1c(-c2nc(-c3cccnc3)no2)cccc1[N+](=O)[O-]	3	-2	0.4	-2	5	1	4	-3	0.5	-1
Cn1c(CSc2nnc(SCc3ccccc3)s2)nc2ccccc21	3	0	-0.8	4	12	-4	-3	0	0.0	2
